Texas Red fluor: qHTS Assay for Spectroscopic Profiling in Texas Red Spectral Region. Compound fluorescence, Texas Red channel, 547/618 nm; active compounds read high. max dye-equivalent concentration, M. 59,000 tested, 0.06% active; in the data active means max dye-equivalent concentration above about 10 nM; inconclusive means between about 1.1 nM and that limit
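qHTS profiling of intrinsic compound fluorescence; 100 mM Tris pH 8.0; 15 min RT; ex 547 / em 618 nm; response expressed as Texas Red dye-equivalent concentration from six-point plate standard.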
Ub-GFP proteasome: Ubiquitin-GFP Assay. Ubiquitin-GFP reporter cells, proteasome inhibition, GFP fluorescence; response scale: untreated = 0%, 10 µM MG-132 = 100%. Potency, µM (series often up to 45.9 µM), for inactives: at the top dose activation (GFP accumulation), hits mostly activators. 67,000 tested, under 10 active. AID 526, 2006; active means well fitted activation curve with a large enough effect, not every such curve was filed as active; inconclusive means small, poorly fitted or top-dose-only effect, or another doubt; inactive means no such curve, though single readings can be large or run the other way; further: potency means the concentration at half of the fitted maximal effect
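Proteasome blockade was scored as a rise in GFP-expressing U2OS cells carrying a ubiquitin(G76V)-GFP construct, imaged after 4 hr compound treatment at 37 °C across a 46 uM–2.9 nM series.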
A350 fluor: qHTS Assay for Spectroscopic Profiling in A350 Spectral Region | AID 590, 2007 | Compound autofluorescence, 340/450 nm, Alexa 350 dye-equivalents; active compounds read high | 59,000 tested, 11% active | max dye-equivalent concentration, M; in the data active means max dye-equivalent concentration above about 10 nM; inconclusive means mostly about 1.1 nM to 9.6 nM
HBB splice mod: qHTS Assay for Modulators of Hemoglobin Beta Chain Splicing; HBB splicing reporter cell assay, activation; EGFP reporter with mutant IVS2-654 intron; response scale: normalised to 500 nM splice-correcting PNA; Potency, µM (highest dose often 46.1 µM), inactives show at the top dose activation, usual class: activators; 65,000 tested, 0.06% active; further: potency means the concentration at half of the fitted maximal effect; 0% is about no effect
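Compounds were applied for 2 days to HeLa EGFP-654 cells, 500/well in Optimem with 2% FCS. The reporter's EGFP is disrupted by mis-splicing of beta-globin intron IVS2-654. Readout: summed well GFP fluorescence from 488 nm laser scanning; reference was 500 nM antisense […] 654 PNA.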
Fluorescein fluor: qHTS Assay for Spectroscopic Profiling in Fluorescein Spectral Region; Compound autofluorescence, 480/540 nm, fluorescein-equivalent; active compounds read high; 59,000 tested, 0.91% active; max fluorescein-equivalent concentration, M; in the data active means max fluorescein-equivalent concentration above about 10 nM; inconclusive means between about 1.1 nM and that limit
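Autofluorescence profiling; 100 mM Tris, pH 8.0; incubation 15 min at RT; ex/em 480/540 nm; result as fluorescein-equivalent concentration.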
Epigenetic mod: qHTS Assay for Epigenetic Modulators | Potency, µM (series often up to 46.1 µM), without a hit: at the highest dose GFP derepression (activation) | mouse C127i GFP locus derepression, cytometry, 30 h | 68,000 tested, 0.09% active | AID 597, 2007; further: % of control where 0% means no effect
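Read-out is the number of GFP-positive cells, scored as fluorescent objects 20 to 120 um wide, reflecting derepression of a silenced CMV-GFP reporter in murine C127i cells after 30 h compound exposure at 37 C.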
Hsp90 Hop PPI: qHTS Assay for Disrupters of an Hsp90 Co-Chaperone Interaction. Hsp90 C-terminal peptide / TPR2A (Hop) interaction, human. AlphaScreen TPR2A-His6 binding biotin-Hsp90 C-terminal peptide. Potency, µM (highest dose often 57 µM), for inactives: at the highest dose activity change, negative = inhibition. 71,000 tested, 0.44% active. AID 595, 2007; active means well fitted curve in either direction with a large enough effect; inconclusive means small, poorly fitted or top-dose-only effect, or another doubt; further: potency means the concentration at half of the fitted maximal effect; on the % scale 0 is the no-effect control and ±100 the full control effect; many of its hits are not listed in these tables
ERK AVP block: qHTS Assay for Inhibitors of the ERK Signaling Pathway using a Homogeneous Screening Assay; Potency, µM (doses to about 57.5 µM), for the others: at the highest dose activity, negative = inhibition, usual class: inhibitors; HEK293-V1b, vasopressin-stimulated pERK AlphaScreen; 72,000 tested, 0.99% active; AID 995, 2007; further: potency means the concentration at half of the fitted maximal effect; on the % scale 0 is the no-effect control and ±100 the full control effect; nearly all actives have a fitted effect of over 55% in size
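qHTS, compounds titrated on V1b-expressing HEK293 cells. Preincubation 30 min at 37C, vasopressin 25 nM for 5 min, lysis 10 min, bead incubation 5 hr at room temperature.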
4-MU autofl: qHTS Assay for Spectroscopic Profiling in 4-MU Spectral Region; compound autofluorescence, 340/450 nm, 4-MU equivalents; active compounds read high; max dye-equivalent concentration, M; 59,000 tested, 11% active; in the data active means max dye-equivalent concentration above about 10 nM; inconclusive means mostly about 1.1 nM to 9.6 nM
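Compounds in 100 mM Tris, pH 8.0, sat 15 min at room temperature before fluorescence was read at 340 nm excitation/450 nm emission; a per-plate six-point 4-MU standard curve converted signals to dye-equivalent concentration at each compound concentration.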
CRE Fsk mod: Cell signaling CRE-BLA (Fsk stim); 71,000 tested, 2.5% active; Potency, µM (series often up to 38.2 µM), without a hit: at the top dose activity change, negative = inhibition, usual class: activators; CHO CRE-bla reporter (cAMP response element driving beta-lactamase), forskolin EC10, beta-lactamase ratio; AID 662, 2007; active means well fitted activation curve with a large enough effect in the signal ratio, with a control signal flat, not every such curve was filed as active; inconclusive means small, poorly fitted or top-dose-only effect, or effect the other way, or a change in a side signal; the % refers to the signal ratio; further: potency means the concentration at half of the fitted maximal effect; % of control where 0% means no effect
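CRE-bla CHO cells stimulated with EC10 NKH 477 (water-soluble forskolin) and compound titrations, 3 h at 37C; beta-lactamase read with CCF4 after 2 h at room temperature. Activity from 460/530 nm emission ratio, AC50 values for positive or negative modulation.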
Luciferase inh: qHTS Assay for Inhibitors of Firefly Luciferase | Potency, µM (top dose mostly 57.1 µM), for the others: at the top dose activity change, negative = inhibition, hits mostly inhibitors | 72,000 tested, 2.2% active | AID 411, 2009 | Luciferin 4-monooxygenase (Photinus pyralis), P08659 | purified firefly luciferase, luminescence, 8 min; further: potency means the concentration at half of the fitted maximal effect; on the % scale 0 is the no-effect control and ±100 the full control effect; nearly all actives have a fitted effect of over 40% in size
Target sequence (P08659 whole entry, looked up): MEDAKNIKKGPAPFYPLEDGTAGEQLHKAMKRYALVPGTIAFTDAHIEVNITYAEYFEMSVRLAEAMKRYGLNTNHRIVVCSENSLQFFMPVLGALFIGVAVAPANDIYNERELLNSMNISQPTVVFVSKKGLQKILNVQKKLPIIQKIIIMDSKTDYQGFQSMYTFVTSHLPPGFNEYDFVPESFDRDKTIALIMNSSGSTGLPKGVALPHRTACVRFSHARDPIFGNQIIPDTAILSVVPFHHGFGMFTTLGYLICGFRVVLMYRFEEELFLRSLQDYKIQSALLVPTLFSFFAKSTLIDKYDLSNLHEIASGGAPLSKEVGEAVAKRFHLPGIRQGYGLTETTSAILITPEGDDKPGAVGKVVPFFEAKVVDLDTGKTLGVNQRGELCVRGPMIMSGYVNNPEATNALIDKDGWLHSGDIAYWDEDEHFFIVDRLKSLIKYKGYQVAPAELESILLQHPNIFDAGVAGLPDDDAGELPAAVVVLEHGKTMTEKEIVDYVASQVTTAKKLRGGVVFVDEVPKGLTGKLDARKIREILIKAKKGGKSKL
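Compounds were tested as concentration series (qHTS) against purified P. pyralis luciferase with luciferin and 10 uM ATP in 50 mM imidazole pH 7.2, 50 mM KCl, 7 mM MgCl2, 0.01% Tween 20, 0.05% BSA. Luminescence was read after 8 min at ambient temperature.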
An asterisk follows results filed as active; i = inactive; ? = inconclusive; / = no result given; [ ] = another dose, or the depositor's remark. Unless noted, the call rests on the fitted dose curve; in most records, active means well fitted curve in the direction sought with a large enough effect; inconclusive means small, poorly fitted or top-dose-only effect, or another doubt; inactive means no such curve, though single readings can be large; an effect the other way counts as inactive or inconclusive. The list is partial; rates above refer to the full screens.

SMILES	Texas Red fluor	Ub-GFP proteasome	A350 fluor	HBB splice mod	Fluorescein fluor	Epigenetic mod	Hsp90 Hop PPI	ERK AVP block	4-MU autofl	CRE Fsk mod	Luciferase inh
CCOc1ccc(N2CC(C(=O)Nc3ccccc3F)CC2=O)cc1 (stereo unspecified)	i	-1.4%	i	/	i	-2.3%	-1.8%	-5.6%	i	-5.4%	-0.6%
Cc1ccc(S(=O)(=O)N(C)Cc2nc(-c3ccncc3)no2)cc1	i	-2.0%	i	0.8%	i	0.0%	0.1%	6.2%	i	4.7%	3.9%
CCOC(=O)c1ccc(NC(=O)CSc2nc(C)cc(=O)[nH]2)cc1	/	-15.6%	/	-4.8%	/	3.1%	-7.8%	-11.0%	/	-3.9%	-0.3%
Cc1ccc(S(=O)(=O)N2CCOCC2)c(C)c1-n1cnnn1	i	2.5%	i	-1.4%	i	0.0%	-4.0%	-4.4%	i	-14.6%	3.4%
O=c1oc2ccccc2n1CCc1ccccc1	?	0.0%	i	-4.8%	i	-2.2%	9.7%	32.6%[activator]	i	-3.9%	-5.9%
CC1CN=C(N(C(=O)Nc2ccccc2)c2ccc(S(=O)(=O)N3CCOCC3)cc2)S1 (stereo unspecified)	i	5.3%	i	-1.4%	?	0.3%	-2.4%	-4.3%	i	0.2%	-6.1%
CCOC(=O)N1CCN(CCC(=O)c2ccc(Cl)cc2)CC1	?	-10.9%	i	-0.3%	i	3.2%	-4.5%	1.0%	i	-9.9%	0.4%
CCc1ccc(N2CC34C=CC(O3)C(C(=O)OC(C)C)C4C2=O)cc1 (stereo unspecified)	/	-5.7%	/	-0.1%	/	/	-3.4%[2.3 µM]	-10.6%	/	-0.1%	1.1%
OCCNc1nc(N2CCN(Cc3ccccc3)CC2)nc2ccccc12	i	-0.1%	1.87e-08M*	/	?	0.0%	-13.8%	-16.0%	1.95e-08M*	9.9%	-4.5%
CCOC(=O)c1ccc2c(c1)NC(=O)C(N1CCN(c3ccc(OC)cc3)CC1)S2 (stereo unspecified)	/	6.2%	/	-0.8%	/	-3.4%	-1.7%	7.9%	/	8.7%	2.4%
CN(C)C=Nc1ncc2c([nH]c3ccccc32)c1C#N	i	/	8.65e-08M*	4.9%[0.369 µM]	?	0.5%	-2.6%	25.1µM*	6.88e-08M*	10.9%	-27.6%
OC1(Cc2ccn[nH]2)CCCCC1	?	-2.6%	?	-0.8%	i	5.4%	3.1%	-6.1%	i	?	0.1%
CN1CCN(C(=O)c2ccc3c(=O)n(CCc4ccccc4)c(=S)[nH]c3c2)CC1	i	-10.8%	i	-1.7%	i	1.2%	5.8%	-5.6%	i	?	2.3%
COc1ccc(NS(=O)(=O)c2cccc(-c3nnc4n3CCCCC4)c2)cc1	i	-2.3%	i	0.0%[57.5 µM]	i	-1.5%	-2.1%	-3.4%	i	5.4%	1.3%
O=C(NCc1ccc(F)cc1)c1ccc(CS(=O)(=O)Cc2ccc(F)cc2)o1	i	7.0%	i	0.4%	i	-2.9%	-1.3%	15.0%	i	-22.9%	0.8%
CCOc1cc(N2CCOCC2)c(OCC)cc1NC(=O)CCC1CCCC1	?	-5.0%	i	-0.1%[57.5 µM]	i	1.9%	-9.4%	-22.9%	i	3.9%	0.8%
CCOc1ccccc1N(CC(=O)Nc1ccccc1C(=O)OC)S(C)(=O)=O	/	-12.4%[9.17 µM]	/	-2.9%[0.0738 µM]	/	0.0%	-6.2%[11 µM]	-15.1%	/	12.2%[7.6 µM]	0.2%
COc1ccc(S(=O)(=O)N(C)CC(=O)Nc2ccccc2C(F)(F)F)cc1	i	0.6%	?	0.0%	i	3.7%	-2.5%	-13.1%	i	-7.5%	1.9%
Cn1c(CN2CCCCC2)nc2cc(NC(=O)c3ccc(F)cc3)ccc21	?	-2.6%	?	-3.8%[0.369 µM]	i	2.2%	-5.5%	-13.9%	?	14.8%	-5.6%
CCOC(=O)N1CCC(NC(=O)CCC(=O)c2ccccc2)CC1	?	4.6%	i	1.1%	i	7.6%	-2.7%	14.1%	i	-13.0%	3.6%
CCc1nn(-c2cc(Cl)ccc2OC)c2c1C(=O)CCC2	i	3.7%	i	0.5%	i	-1.3%	-2.1%	-24.9%	i	?	0.6%
CC(=O)N=C(N)Sc1nc2ccccc2[nH]1	i	/	i	/	i	0.5%[20.6 µM]	/	/	i	/	12.6µM*
Cc1noc(C)c1CSc1cc(C)c2ccccc2n1	i	-0.2%	i	-1.4%	?	-0.4%	?	0.9%	i	25.5%	-4.6%
CCOC(=O)c1nnn(-c2nonc2N)c1-c1ccccc1	/	18.8%	/	0.6%	/	0.0%	2.7%	-16.1%	/	10.9%	0.8%
CCOC(=O)C1=C(N)OC2=C(C(=O)CCC2)C1c1cccnc1 (stereo unspecified)	i	-2.2%	i	/	i	3.1%	0.0%	-6.9%	i	8.0%	5.8%
C=CCn1c(=O)c(C(=O)NCCc2ccccc2)c(O)c2ccccc21	/	-18.3%	/	-0.2%[9.22 µM]	/	0.0%	?	24.4%	/	?	2.0%
CCCN(c1ccc(C(C)C)cc1)S(=O)(=O)c1c(C)noc1C	i	-11.0%	i	-0.4%	i	-1.1%	?	49.2%[activator]	i	?	3.2%
O=c1ccnc(SCc2ccc(Cl)cc2)[nH]1	i	0.0%[9.17 µM]	2.11e-08M*	0.3%[9.22 µM]	i	3.4%[9.22 µM]	1.5%[11 µM]	5.0%[11.5 µM]	1.98e-08M*	0.0%[7.6 µM]	2.2%[11.4 µM]
O=C(CCCc1nc(-c2ccccc2)no1)Nc1cccnc1	?	-9.8%	i	-1.0%[57.5 µM]	i	0.0%	-0.6%	-19.0%	i	?	2.9%
COc1ccc(OC)c(NS(=O)(=O)c2ccc3c(c2)CCC(=O)N3)c1	i	-12.3%	i	-0.6%	i	-2.8%	0.3%	-13.5%	i	?	0.6%
COc1ccc(-n2c(Cc3cccn3C)nnc2SCC(=O)N2CCC(C)CC2)cc1	/	-8.5%	/	-1.2%	/	/	-9.4%	/	/	-8.5%	1.8%
CCCCC(O)(C(NC=O)C(=O)OC)C(F)(F)F (stereo unspecified)	i	-2.0%	i	0.0%[57.5 µM]	i	0.0%	2.4%	27.2%	i	-9.8%	0.4%
CN(CCc1ccccn1)Cc1ccc(Cl)cc1Cl	/	-18.2%[9.17 µM]	/	3.3%[0.0738 µM]	/	0.4%	-4.2%[11 µM]	-25.4%	/	6.8%[7.6 µM]	-8.0%
COc1ccc(NC(=O)C2CCN(c3cc(C)nc(-c4ccccc4)n3)CC2)cc1	?	-1.9%	i	-0.3%[57.5 µM]	i	0.6%	-3.4%	11.4%	i	-4.4%	-2.6%
CCCOc1ccc(C(CC(=O)O)NS(=O)(=O)c2ccc(NC(C)=O)cc2)cc1 (stereo unspecified)	i	-0.1%	i	0.0%	i	2.2%	-0.3%	16.3%	i	-3.1%	1.9%
CC(C(=O)N1CCN(C)CC1)N1C(=O)c2ccccc2C1=O (stereo unspecified)	i	8.5%	i	-1.2%	?	3.6%	-2.5%	7.3%	i	-0.4%	-0.6%
COCCCNC(CC(=O)Nc1ccccc1C(=O)OC)C(=O)O (stereo unspecified)	i	1.1%	i	3.2%	i	-1.9%	-0.7%	-11.6%	i	-2.1%	1.0%
Cc1c(Cl)cccc1N1CC(C(=O)Nc2nccs2)CC1=O (stereo unspecified)	/	20.8%	/	-1.5%[9.22 µM]	/	0.0%	0.1%	-13.8%	/	-17.6%	1.6%
CC(c1ccccc1)n1cc(C(=O)NCCN2CCOCC2)nn1 (stereo unspecified)	i	1.3%	i	/	?	0.9%	-3.8%	12.4%	i	0.8%	2.2%
CCOC(=O)C1Cc2cc3c(cc2C1=O)CC(C(=O)OCC)C3=O (stereo unspecified)	i	3.3%	6.5e-08M*	/	?	2.2%	-5.8%	15.8%	8.71e-08M*	-8.6%	3.3%
CCC(CC)C(=O)Nc1cccc(C(=O)N2CCOCC2)c1	i	4.0%	i	-0.4%	i	5.7%	0.3%	-1.3%	i	?	2.2%
COC(=O)c1cc(=O)nc2scc(C)n12	/	9.2%	/	0.3%	/	-2.3%	-0.4%	-13.0%	/	-7.9%	-1.5%
CCOC(=O)N1CCC(NC(=O)C2CCN(S(=O)(=O)c3c(C)noc3C)CC2)CC1	i	5.6%	i	1.5%	i	1.1%	4.7%	21.0%	i	-10.5%	3.3%
COC(=O)c1cc(S(=O)(=O)N2CCC(C)CC2)ccc1F	i	5.4%	?	0.9%[57.5 µM]	i	2.1%	1.2%	12.5%	?	-9.3%	0.7%
